# High-throughput results deposited in PubChem BioAssay by several laboratories.
# BCLXL inh: inhibitors of human Bcl-xL; Q07817; GST-Bcl-xL / FITC-Bim BH3 peptide fluorescence polarization; inhibition, % at 10.9 µM; 0.7% of 320,000 active; AID 2129;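 active = inhibition above the mean of all tested compounds plus 3 SD, cutoff set per campaign, cut at about 30% in these data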;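 also: 0% = DMSO wells and 100% = unlabeled Bim-BH3 peptide competitor; inhibitors lower millipolarization by displacing the labeled peptide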
# MCL1 BIM primary: MCL1-BIM-BH3 interaction inhibition (human); Q07820; GST-MCL1 / FITC-Bim-BH3 fluorescence polarization; inhibition, % at 10.9 µM; 0.68% of 320,000 active; AID 2057;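 active = inhibition above the mean inhibition of all tested compounds plus 3 SD, set per campaign, cut at about 40% in these data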;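 also: 0% = DMSO wells and 100% = unlabeled Bim-BH3 peptide control; higher means more loss of mP so more displacement of Bim peptide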
# GSTO1 counter: GSTO1 inhibition, counter-screen for RBBP9 inhibitors; inhibition, % at 5.96 µM; recombinant GSTO1, activity-based probe fluorescence polarization; P78417; 1.1% of 300,000 active;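 active = inhibition above the campaign mean inhibition plus 3 SD, cut at about 35% in these data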;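 also: 0% = GSTO1-1 with DMSO and 100% = wells lacking GSTO1-1 enzyme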
# Target sequence (P78417 whole entry, looked up): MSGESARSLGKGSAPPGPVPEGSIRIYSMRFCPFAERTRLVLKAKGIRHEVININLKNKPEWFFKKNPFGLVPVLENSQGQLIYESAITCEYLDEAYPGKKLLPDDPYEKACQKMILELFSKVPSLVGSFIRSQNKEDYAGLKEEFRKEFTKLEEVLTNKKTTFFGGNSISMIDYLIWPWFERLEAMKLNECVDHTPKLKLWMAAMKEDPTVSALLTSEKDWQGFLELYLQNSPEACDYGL
# TPT1 inhibitor: blocks Candida albicans tRNA 2'-phosphotransferase; recombinant caTPT1, FP RNA substrate dephosphorylation; inhibition, % at 5 µM; 0.81% of 300,000 active;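 active = inhibition above the mean of all tested compounds plus 3 SD, set per screening campaign, cut at about 24% in these data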;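 also: plate controls were DMSO alone for no effect and ferristatin control at 100 nM for full effect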
# Fam108B counter: counter-screen for RBBP9 inhibitors: inhibitors of mouse Fam108B | recombinant Fam108B, FP-Rh probe fluorescence polarization | inhibition, % at 9.51 µM | 0.33% of 300,000 active | AID 1947;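 active = inhibition above the screen mean inhibition plus 3 SD, computed separately per campaign, cut at about 18% in these data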;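 also: inhibitors lower polarization as less probe binds the enzyme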
# PME-1 inh: blocks human protein phosphatase methylesterase 1 | Q9Y570 | recombinant PME-1, FP-Rh probe fluorescence polarization | inhibition, % at 5.9 µM | 0.53% of 320,000 active;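 active = inhibition above the campaign mean of all compounds plus 3 SD, cut at about 26% in these data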;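 also: competitive labeling of PME-1 active site by serine hydrolase directed probe; 0% = PME-1 with DMSO and 100% = wells lacking PME-1 enzyme; inhibitors block probe labeling so polarization falls and inhibition rises; many of its hits are not listed in these tables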
# Target sequence (Q9Y570 whole entry, looked up): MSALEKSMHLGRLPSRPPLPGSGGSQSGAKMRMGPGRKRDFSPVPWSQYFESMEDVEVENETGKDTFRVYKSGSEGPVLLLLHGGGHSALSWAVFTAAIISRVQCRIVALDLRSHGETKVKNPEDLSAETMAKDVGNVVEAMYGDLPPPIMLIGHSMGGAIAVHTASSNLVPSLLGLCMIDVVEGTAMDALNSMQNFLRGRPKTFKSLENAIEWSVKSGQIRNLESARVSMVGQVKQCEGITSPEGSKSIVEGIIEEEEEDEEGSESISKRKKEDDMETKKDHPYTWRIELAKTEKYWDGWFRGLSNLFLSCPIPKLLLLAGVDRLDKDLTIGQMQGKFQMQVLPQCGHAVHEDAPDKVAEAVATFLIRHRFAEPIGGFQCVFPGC
# PAD4 inh: PAD4 (human) enzyme inhibition | 0.41% of 330,000 active | AID 485272 | inhibition, % at 6.36 µM | recombinant PAD4, RCA probe fluorescence polarization | Q9UM07;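 active = percent inhibition above a cutoff equal to the mean of all tested compounds plus 3 SD, cut at about 15% in these data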;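 also: 0% = PAD4 with RCA probe and DMSO and 100% = probe without PAD4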
# MEX-5 binding: C. elegans MEX-5 TCR-2 RNA binding activity; AID 1832; MEX-5/FITC-TCR2 RNA binding, fluorescence polarization; stronger effect = lower value; activity score (negative = inhibition of binding), % at 10 µM; 0.38% of 300,000 active;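 active = inhibition past about -25% in most replicates, and total fluorescence under double the plate's negative control median, limit read from the data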;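 also: 0% = DMSO and -100% = 5 µM competing unlabeled TCR2 RNA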
# GLD-1 RNA inh: GLD-1-TGE RNA interaction inhibition (C. elegans) | Q17339 | purified GLD-1 + fluorescein TGE RNA, fluorescence polarization | inhibition, % at 5.96 µM | 0.44% of 320,000 active;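 active = percent inhibition above a per-plate cutoff, the plate mean of test compounds plus 3 SD, cut at about 30% in these data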;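 also: 0% = DMSO wells with GLD-1 and probe and 100% = wells lacking GLD-1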
# Target sequence (Q17339 whole entry, looked up): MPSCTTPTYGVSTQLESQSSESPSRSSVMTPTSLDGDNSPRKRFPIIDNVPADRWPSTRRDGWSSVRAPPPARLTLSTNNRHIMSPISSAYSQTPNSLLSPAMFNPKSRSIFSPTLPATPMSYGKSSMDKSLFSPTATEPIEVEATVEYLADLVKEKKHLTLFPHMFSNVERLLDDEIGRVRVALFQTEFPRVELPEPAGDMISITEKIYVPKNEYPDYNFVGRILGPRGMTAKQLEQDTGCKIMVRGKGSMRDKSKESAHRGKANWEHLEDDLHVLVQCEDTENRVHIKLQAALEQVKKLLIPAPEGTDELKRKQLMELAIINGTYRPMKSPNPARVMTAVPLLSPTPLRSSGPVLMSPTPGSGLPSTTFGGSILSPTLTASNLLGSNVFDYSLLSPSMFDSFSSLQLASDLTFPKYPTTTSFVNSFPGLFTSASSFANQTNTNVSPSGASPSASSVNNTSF
# Numbers without * were called inactive; nt = not tested or not shown.
SMILES,BCLXL inh,MCL1 BIM primary,GSTO1 counter,TPT1 inhibitor,Fam108B counter,PME-1 inh,PAD4 inh,MEX-5 binding,GLD-1 RNA inh
COc1ccc(CN2C(=O)NC3(CCOc4ccccc43)C2=O)cc1F (configuration not stated),-3,-13,2,2,0,-2,5,-0.3,-4
COc1ccc(N2CCN(C(=O)CSc3ncnc4scc(-c5ccc(C)cc5)c34)CC2)cc1,5,0,2,0,-15,-32,-14,-1.7,-1
O=C(COc1cc(O)c2c(=O)cc(-c3ccccc3)oc2c1)c1ccccc1,1,-3,-5,-1,-8,-4,-7,-1.2,3
CCOC(=O)C1(CCc2ccccc2)CCN(C(=O)Cc2nonc2C)CC1,17,0,3,-2,-1,4,-5,0.9,0
Cc1cccc(OCc2n[nH]c(=S)n2C2CCCCC2)c1,-17,-12,-5,2,2,4,0,-0.4,-1
CCCC(NC(=O)c1ccccc1)c1nc2ccccc2n1Cc1ccc(C(=O)OC)o1 (configuration not stated),8,0,6,-4,2,-3,-1,-1.0,-3
NC(=S)NNC(=O)c1cccc(Br)c1,5,7,5,2,-1,-2,3,-1.0,-1
O=c1[nH]c(=O)n([C@H]2C[C@H](O)[C@@H](CO)O2)cc1C(F)(F)F,4,5,7,-2,5,-2,-2,-0.5,1
O=c1c2oc3ccccc3c2[nH]c(=S)n1-c1ccccc1,4,-2,5,0,3,-1,5,1.1,10
Cc1ccc(NC2c3ncccc3C(=O)N2Cc2ccc(F)cc2)cc1 (configuration not stated),3,3,-4,0,1,2,-4,0.0,2
CCSc1ncc(Cl)c(C(=O)Nc2ccccc2C)n1,0,4,4,3,-1,-9,-6,-0.8,8
O=C(c1ccc(-n2cncn2)c([N+](=O)[O-])c1)N1CCN(S(=O)(=O)c2ccccc2F)CC1,2,7,-8,3,-1,7,2,-1.2,4
Cc1ccc2nc(NC(=O)c3ccccn3)sc2c1,2,10,24,-2,-6,-19,-1,-4.6,-8
O=C(NC1CCCCC1)C1CCN(S(=O)(=O)c2cccc3cccnc23)CC1,4,6,1,-4,3,2,2,0.1,2
CCCNC(=S)Nc1ccc(S(N)(=O)=O)cc1,15,21,10,-7,0,-3,5,-0.3,10
CCn1cc(C(=O)NCCCN2CCCC(C)C2)c(=O)c2cc(S(=O)(=O)N3CCOCC3)ccc21 (configuration not stated),3,6,8,-1,8,3,-4,1.8,-5
CN(CC(=O)Nn1cnnc1)S(=O)(=O)c1cc(Cl)ccc1Cl,6,3,0,-5,3,2,2,-0.6,2
CCCOc1ccc(/C=N/Nc2cc(N3CCOCC3)ncn2)c(O)c1,0,3,3,-2,5,11,-1,-0.5,2
O=C1Nc2ccccc2N(O)N1c1cc(-c2ccccc2Cl)no1,-1,-2,-2,-3,3,5,1,0.4,-1
CC(C)c1ccc(NC(=S)NCCc2c[nH]c3ccccc23)cc1,5,9,-4,0,14,17,0,0.3,4
CCC(C)c1ccccc1NC(=O)c1cc(C)no1 (configuration not stated),-1,-13,-2,2,-4,4,0,3.8,2
CC(=O)N(C)C1=C(O)c2ccccc2C(=O)C1=O,0,1,4,1,-3,4,-20,nt,6
CCn1cc(/C=N\NC(=O)c2ccc3c(c2)c(C)c(C)n3Cc2ccccc2)c(C)n1,3,-6,-4,-3,1,5,3,0.9,12
COc1ccc(NC(=O)N2CCN(C(=O)C3CCCO3)CC2)cc1 (configuration not stated),6,10,6,2,-3,-1,0,1.6,5
COc1ccccc1CNC(=O)COc1cc2c(c3oc(=O)cc(C)c13)CCC(C)(C)O2,3,5,-1,-1,5,13,2,-1.5,4

# Compounds shown so far that have two or more sulfur atoms, in the order listed:
SMILES,BCLXL inh,MCL1 BIM primary,GSTO1 counter,TPT1 inhibitor,Fam108B counter,PME-1 inh,PAD4 inh,MEX-5 binding,GLD-1 RNA inh
COc1ccc(N2CCN(C(=O)CSc3ncnc4scc(-c5ccc(C)cc5)c34)CC2)cc1,5,0,2,0,-15,-32,-14,-1.7,-1
CCCNC(=S)Nc1ccc(S(N)(=O)=O)cc1,15,21,10,-7,0,-3,5,-0.3,10

# The listing continues:
SMILES,BCLXL inh,MCL1 BIM primary,GSTO1 counter,TPT1 inhibitor,Fam108B counter,PME-1 inh,PAD4 inh,MEX-5 binding,GLD-1 RNA inh
CN(C(=O)CC1C(=O)NCCN1Cc1ccc(F)c(F)c1)C1CCCCC1 (configuration not stated),8,5,1,0,2,1,-4,1.4,4
COc1ccc(NC(=O)c2cccc(NC(=O)c3ccccc3)c2)c(OC)c1,3,-10,4,-2,0,0,-4,1.0,4
O=C(Nc1cccc2nsnc12)c1cccnc1,2,8,4,1,2,2,-2,-2.2,1
Cc1csc2nc(O)c(C(=O)NCc3ccc4c(c3)OCO4)c(=O)n12,0,1,-1,2,-4,-10,-6,0.1,-2
O=C(c1cc2ccccc2o1)N1CCN(c2cccc(C(F)(F)F)c2)CC1,4,2,2,-3,-2,1,3,-0.1,1
C=CCNC(=O)/C(C#N)=C/c1c(C)nn(-c2ccc(Cl)cc2)c1Cl,2,-1,3,6,2,2,-4,1.5,-9
O=C(O)C(Cc1c[nH]c2ccccc12)NS(=O)(=O)c1cccc2nsnc12 (configuration not stated),-6,-4,-3,-2,-6,-5,-9,-6.0,4
CN1CCN(c2ccc(NC(=S)NC(=O)/C=C/c3ccco3)cc2)CC1,4,14,8,-5,2,7,2,1.3,8
O=C(O)C(Cc1c[nH]c2ccccc12)NS(=O)(=O)c1ccc2ccccc2c1 (configuration not stated),4,-8,4,-1,0,-3,-3,-1.2,2
C=CCNC(=S)/N=c1/scc(C)n1C,7,14,8,0,3,7,0,-3.1,7
CCCCn1c(=O)c(-[n+]2ccccc2)c([O-])c2ccccc21,1,-1,-1,1,-1,-9,-2,1.5,2
COC(=O)C(NNc1ccccc1)(NC(=O)c1cccc(F)c1)C(F)(F)F (configuration not stated),3,-1,0,-3,0,-5,0,nt,1
CCOC(=O)C1C(=O)C=C(c2ccc(NS(C)(=O)=O)cc2)CC1c1ccco1 (configuration not stated),1,-8,0,2,-6,-1,-2,-1.1,-5
CCCc1cc(C(=O)Cc2ccccn2)c(O)cc1O,5,4,1,3,-3,1,-10,1.5,5
O=C(CSc1ccccn1)Nc1ccc(NC(=O)CSc2ccccn2)cc1,3,10,1,1,2,-7,-1,0.4,4
O=C(Nc1ccc2nc3n(c(=O)c2c1)CCCC3)c1cccnc1Cl,0,-1,7,0,-1,0,-4,0.8,6
COc1ccc(OC)c(-c2nc(C(=O)NCCCN3CCOCC3)cc3c2[nH]c2ccccc23)c1,7,8,4,-3,-3,1,1,-2.2,1
COc1cc(C(=O)NC2CCN(Cc3nnnn3Cc3ccc(F)cc3)CC2)cc(OC)c1OC,2,-6,-2,-7,0,0,1,1.5,2
Cc1ccc(Sc2cnc(N)nc2C)cc1,2,1,2,0,3,1,-2,0.5,5
CN(C)c1nc(N/N=C\c2ccc(Cl)c([N+](=O)[O-])c2)nc(Nc2ccc(F)cc2)n1,5,12,1,-5,-15,-44,-1,-0.1,10
CCC(Sc1ncccc1Nc1ccccn1)C(=O)O (configuration not stated),-1,-1,1,0,-1,-2,0,nt,-7
Nc1nc2c(nc(SCc3ccccc3Br)n2C2OC(CO)C(O)C2O)c(=O)[nH]1 (configuration not stated),2,3,-1,-4,-2,0,-5,1.8,0
Fc1ccc(N/N=C2/CCSc3sccc32)c(F)c1,10,8,5,-4,2,6,1,0.7,0
COc1cccc(/C=C/C(=O)OCC(=O)Nc2ccc(Cl)cn2)c1,0,8,-3,0,-7,-12,5,4.5,-5
O=c1c2cccnc2n(-c2ccccc2)n1Cc1c(Cl)cccc1Cl,-2,4,1,-10,0,-2,3,0.5,-6

# Overlap with the part before: 2 compounds; new compounds follow.
SMILES,BCLXL inh,MCL1 BIM primary,GSTO1 counter,TPT1 inhibitor,Fam108B counter,PME-1 inh,PAD4 inh,MEX-5 binding,GLD-1 RNA inh
COc1cccc(/C=C/C(=O)OCC(=O)Nc2ccc(Cl)cn2)c1,0,8,-3,0,-7,-12,5,4.5,-5
O=c1c2cccnc2n(-c2ccccc2)n1Cc1c(Cl)cccc1Cl,-2,4,1,-10,0,-2,3,0.5,-6
O=C(Nc1ccc(Cl)cc1)Nc1nnc(CSCc2ccccc2Cl)s1,-1,8,-6,-2,-17,-11,5,-0.6,-1
CC(C)CCN1CCN(Cc2nc(-c3ccccc3)cs2)CC1CCO (configuration not stated),0,-2,1,-2,-2,-6,2,1.1,-8
O=C(Nc1nccs1)C1CCCN1S(=O)(=O)c1ccc(Cl)cc1 (configuration not stated),-2,-1,6,-5,2,-6,6,0.7,8
Cc1cnc(C(=O)OCC(=O)NCCCc2ccccc2)cn1,-1,-9,2,-1,-1,2,1,-2.0,-7
O=S(=O)(c1cccc(COc2ccc(Cl)cc2Cl)c1)N1CCOCC1,-4,-2,-2,0,-1,1,3,1.2,-1
COc1ccc(-n2nc3c(c2NC(=O)c2ccco2)CS(=O)(=O)C3)cc1,0,9,2,2,3,0,-4,0.1,6
O=S(=O)(NCCc1ccccn1)c1ccc(-c2ccccn2)s1,3,2,10,-6,-1,4,3,1.5,-4
COc1ccc(CCNC(=O)C(=O)NCC2OCCN2S(=O)(=O)c2cc(F)ccc2F)cc1OC (configuration not stated),4,-7,-2,-2,-2,-5,1,-2.9,8
Cc1ccsc1/C=N/n1cnc2sc(C)c(C)c2c1=O,4,-3,-6,1,-10,-6,-4,1.0,2
Cc1ccc(N(CC(=O)NC(C)(C)C)C(=O)CS(=O)CC(=O)Nc2ccc3c(c2)OCO3)cc1 (configuration not stated),2,-5,-7,-2,-4,-1,-3,2.7,3
Cc1ccc(S(=O)(=O)Nc2c(C)n(C)n(-c3ccccc3)c2=O)cc1C(=O)OC(C)C(=O)N(C)c1ccccc1 (configuration not stated),4,2,-6,0,-3,2,2,-1.0,4
COc1ccc(C(=O)N2CC(=O)Nc3ccccc32)cc1S(=O)(=O)N1CCOCC1,-2,-3,5,3,3,2,4,1.2,1
CC1CN(c2nc3c(c(=O)n(C)c(=O)n3C)n2Cc2c(Cl)cccc2Cl)CC(C)O1 (configuration not stated),2,1,2,0,1,-2,-2,-0.1,0
CCOc1cc(-c2noc(CCCC(=O)NC3CCCCC3)n2)ccc1OC,0,-9,6,3,1,-2,-7,1.8,-1
CCn1c(SCC(=O)c2ccc(O)c(O)c2)nnc1-c1ccccc1OC,10,45*,30,-3,-1,0,-2,-6.6,-6
CC(C)CCn1c(SCC#N)nc2c(sc3ccccc32)c1=O,10,10,-3,-2,5,1,-2,-4.4,4
CCS(=O)(=O)N1CCC(C(=O)N2CCN(c3ccccc3)CC2)CC1,5,2,1,-2,4,1,-4,0.2,-1
O=C(CCCc1c[nH]c2ccccc12)N[C@@H](Cc1c[nH]c2ccccc12)C(=O)O,-4,-7,4,0,0,2,-2,1.8,-2
COc1cccc2cc(C(=O)c3ccccc3)oc12,7,-1,6,-4,0,1,-1,1.5,9
Cc1ccc(C(CCN)c2ccco2)cc1 (configuration not stated),5,0,1,-3,-1,4,-3,2.4,7
C/C(=N\NC(=O)Cc1ccc(Br)cc1)c1cccnc1,1,9,3,0,-5,2,-4,-1.9,2
Cc1cc(S(=O)(=O)N2CCOCC2)ccc1OCC(=O)N1CCOCC1,2,-2,4,-1,-1,-2,-3,-0.1,-10
CCOc1ccc(N(CC(=O)NC2CCCC2)C(=O)CCCC(=O)Nc2ccccn2)cc1,2,5,5,-4,1,-7,-4,-1.4,-2
O=C(Nc1ccc2c(c1)nc1n2CCOC1)C1CCCCC1,6,3,-9,-5,7,-6,-5,-1.4,1

# The list is partial, so the mix of outcomes need not match the whole.
